Screening results as filed in PubChem.
M. tuberculosis: growth inhibition of non-replicating M. tuberculosis (AID 488890) | Mycobacterium tuberculosis non-replicating, growth inhibition; higher % means a stronger effect | one-dose inhibition, % at 25 µM; IC50 in µM for titrated hits | 0.39% of 320,000 active; in the data active means a potency from the dose series; inconclusive means inhibition mostly from about 82% at the one dose, without a potency; inactive means the rest, 99 in 100 with inhibition below about 76%;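 further: plate controls were DMSO cells for no effect and high antibiotic wells for full effect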
Salmonella PhoP GFP: PhoP regulon inhibitors, Salmonella typhi PhoP promoter GFP reporter, confirmatory (AID 1850). 0.33% of 310,000 active. inhibition, % at 50 µM, or IC50 in µM where a hit was titrated. Salmonella Typhi PhoP-promoter GFP reporter, fluorescence, 4 h; higher % means a stronger effect; in the data active means a potency from the dose series; inconclusive means inhibition mostly from about 25% at the one dose, without a potency; inactive means the rest, 99 in 100 with inhibition below about 19%;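 further: 0% = induced wells with vehicle and 100% = uninduced wells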
M. tuberculosis HTS: M. tuberculosis growth inhibition, HTS (AID 449762); M. tuberculosis H37Rv growth inhibition, 7H9 media; higher % means a stronger effect; one-dose inhibition, % at 25 µM; IC50 in µM for titrated hits; 0.59% of 330,000 active; in the data active means a potency from the dose series; inconclusive means inhibition above about 70% without an active follow-up result;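 further: bacterial growth assessed after seven days of incubation; strong numbers were not always called active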
VEEV TC-83 Vero: inhibitors of VEEV TC-83 cytopathic effect, confirmation, Vero cells (AID 588727) | Vero cells, VEEV TC-83 cytopathic effect inhibition; higher % means a stronger effect | 0.13% of 350,000 active | one-dose inhibition, % at 20 µM; IC50 in µM for titrated hits; in the data active means a potency from the dose series; inconclusive means inhibition mostly from about 14% at the one dose, without a potency; inactive means the rest, 99 in 100 with inhibition below about 12%; further: strong numbers were not always called active
influenza NS1A: H1N1 influenza NS1A inhibitors, functional cell based assay (AID 504329); NS1A functional cell-based assay, percent inhibition; higher % means a stronger effect; one-dose inhibition, % at 12.5 µM; IC50 in µM for titrated hits; 0.3% of 340,000 active; in the data active means a potency from the dose series; inconclusive means inhibition above about 27% without an active follow-up result; further: strong numbers were not always called active
Active calls of the source: *; i = inactive; ? = inconclusive; . = not tested or not shown.

SMILES	M. tuberculosis	Salmonella PhoP GFP	M. tuberculosis HTS	VEEV TC-83 Vero	influenza NS1A
COc1ccc(Cl)cc1Nc1nc(N)c2ccccc2n1	42%	2%	?	6.9%	1%
COc1ccc(C2C(C#N)=C(N)OC3=C2C(=O)CC(C)(C)C3)c(OC)c1OC (stereo not drawn)	60%	-1%	-2%	i	-4%
CCCCCCCN1CCN=C1N(C)C	2%	-13%	-3%	i	3%
COc1ccc(C(c2nnnn2CCc2ccccc2)N2CCN(C3CCCC3)CC2)cc1 (stereo not drawn)	16%	-10%	-11%	i	3%
COCCSc1ccccc1C(=O)N1CCCC(C)C1 (stereo not drawn)	-3%	3%	-1%	2.1%	-4%
Cc1nnc(SCc2cc(=O)[nH]c(N3CCCCC3)n2)s1	-2%	-4%	-9%	1.8%	4%
CNc1cc(C)nc(N2CCOCC2)n1	19%	4%	3%	3.8%	-2%
COc1ccc(C(C)=O)c2c1OCCO2	-10%	-2%	6%	0.3%	-7%
Cc1cc(N2CCCC2)ccc1NC(=O)COc1ccc(Cl)cc1	?	.	?	4.6%	-3%
CC1(C)CC(=O)C=C(NCCc2ccc(S(N)(=O)=O)cc2)C1	-12%	4%	-7%	0.7%	-2%

2 entries picked at random from the list so far, as already listed:
SMILES	M. tuberculosis	Salmonella PhoP GFP	M. tuberculosis HTS	VEEV TC-83 Vero	influenza NS1A
COc1ccc(C2C(C#N)=C(N)OC3=C2C(=O)CC(C)(C)C3)c(OC)c1OC (stereo not drawn)	60%	-1%	-2%	i	-4%
Cc1nnc(SCc2cc(=O)[nH]c(N3CCCCC3)n2)s1	-2%	-4%	-9%	1.8%	4%

Next results.
SMILES	M. tuberculosis	Salmonella PhoP GFP	M. tuberculosis HTS	VEEV TC-83 Vero	influenza NS1A
O=C(COc1ccccc1)NNC(=S)NC(=O)c1ccc(Cl)cc1Cl	?	-11%	56%	.	.
CC1(C)SC2c3ccccc3C(=O)N2[C@@H]1C(=O)NC1CC1 (stereo partly drawn)	-6%	9%	5%	1.7%	9%
O=c1[nH][nH]c(C(F)(F)F)c1C=NCc1cccs1	-18%	-3%	8%	0.5%	-5%
CC1=NNC(=O)C1CC(=O)N/N=C(/C)c1cccc([N+](=O)[O-])c1 (stereo not drawn)	1%	0%	28%	0.7%	-4%
Cc1ccc([C@@H]2CC=C(C(=O)O)CN2S(=O)(=O)c2ccc(C)cc2)cc1	-4%	-1%	-3%	1.0%	2%
Cc1ccc(C(CNS(=O)(=O)c2ccc(C)cc2)N2CCN(C)CC2)cc1 (stereo not drawn)	5%	9%	-2%	1.5%	-2%
O=c1[nH]c2ccccc2cc1CN(Cc1cccnc1)S(=O)(=O)c1ccc(Cl)cc1	34%	-17%	2%	7.9%	4%
CC1CN(C)C(C)(C)CC1(O)c1ccccc1 (stereo not drawn)	-5%	-2%	6%	0.1%	-3%
COc1ccc(OCC(=O)N2N=C(C(F)F)CC2(O)C(F)F)cc1 (stereo not drawn)	-5%	1%	-1%	0.2%	3%
COc1ccc(CNC(=O)C2CCN(S(=O)(=O)N3CC(C)CC(C)C3)CC2)cc1 (stereo not drawn)	3%	10%	5%	1.4%	-4%
S=c1[nH]nc(-c2ccn[nH]2)n1-c1ccccc1Cl	-15%	3%	-1%	0.6%	9%
COc1ccc(-n2c(SCC(=O)Nc3ccc(C(=O)O)cc3)nnc2-c2cccs2)cc1	-3%	-1%	1%	7.0%	0%
CCC(C)(C(=O)NC1CCCC1)N(C(=O)c1ccccn1)c1ccc(C)cc1 (stereo not drawn)	-15%	2%	5%	3.3%	8%
Cc1c(Cl)cccc1-c1ccc(CNCc2ccccn2)o1	4.6µM*	-5%	0.7µM*	2.7%	-22%
O=C(NCCc1ccc(Cl)cc1)C1CCC(CNc2nc(=S)[nH]c3ccccc23)CC1 (stereo not drawn)	12%	4%	6%	0.3%	-2%
CC1=C(C)CC(C(=O)Nc2nc(-c3ccc(F)cc3)c(C)s2)C(C(=O)O)C1 (stereo not drawn)	15%	-8%	24%	0.5%	2%
COc1cccc(-c2ccc(NC(=O)C3CCCN(Cc4cnn(C)c4)C3)cc2)c1 (stereo not drawn)	25%	4%	-3%	22µM*	10%
N#Cc1c(-c2ccco2)ccn(Cc2cccc(F)c2)c1=O	21%	10%	-1%	2.5%	-4%
CCn1c2ccccc2c2cc(NC(=O)c3ccc([N+](=O)[O-])cc3)ccc21	-16%	2%	9%	0.2%	1%
CN1CCN(Cc2nnc3n2-c2ccc(Cl)cc2C(c2ccccc2)=NC3)CC1	-8%	-8%	0%	i	-1%
Cc1cc(C(=O)C(=O)O)c(C)n1-c1ccc(Cl)c(Cl)c1	2%	5%	-1%	1.2%	10%
Cc1cc(C(F)(F)F)nn1CC(=O)N1CCOCC1	-9%	-9%	-8%	0.5%	7%
Cn1c(N2CCN(C(=O)NCc3ccccc3)CC2)nc2ccccc21	-8%	3%	-7%	7.9%	4%
C/C(=N\NC(=O)c1cccc(N/N=C(\C)c2cc(O)ccc2O)c1)c1cc(O)ccc1O	3%	-3%	4%	11%	3%
CCOC(=O)N1CCN(C(=O)c2cn(C)c3ccc(S(=O)(=O)N4CCCC4)cc3c2=O)CC1	-1%	3%	-1%	0.3%	-5%
Cc1occc1-c1nnc(SCC(=O)NC2CCC(C)CC2)o1 (stereo not drawn)	?	.	11%	0.6%	-9%
COc1cnc(-c2cccc(C(F)(F)F)c2)[nH]c1=O	-4%	3%	4%	2.4%	-1%
CCC(=O)NS(=O)(=O)c1cccnc1Nc1ccccc1Cl	-10%	-1%	1%	0.2%	0%
OCC[C@H]1C[C@H](O)[C@@H](O)[C@@]2(CCc3ccccc3O2)O1	-8%	3%	-4%	i	9%
Cc1cccc(C)c1NC(=O)CN1C(=O)NC(C)(CCc2ccccc2)C1=O (stereo not drawn)	-1%	3%	2%	i	4%
N#CCSc1nc2c(c(C3CC=CCC3)c1C#N)CCC2 (stereo not drawn)	38%	-7%	?	i	-3%
Cc1ccc(-c2csc(NC(=O)Cc3ccc(F)cc3)n2)o1	71%	1%	46%	7.3%	11%
CC(Sc1nnnn1C)C(=O)Nc1cc(S(=O)(=O)N2CCCCC2)ccc1Cl (stereo not drawn)	9%	.	-11%	7.4%	-4%
CC(=O)c1cccc(Nc2ccc(-c3ccccc3F)nn2)c1	5%	4%	2%	2.9%	-2%
Cc1nn(CC(=O)c2ccc3c(c2)OCCO3)c(=O)c(C#N)c1C	8%	.	7%	4.6%	-6%
Cc1cc(C)c(O)c(-c2cc(C(=O)NCc3ccccc3)[nH]n2)c1	6%	1%	18%	12%	-14%
CCOC(=O)CCCOC(=O)c1ccc(S(=O)(=O)N(C)C)cc1	24%	-11%	3%	5.8%	8%
CCO[C@@H]1OC(C(=O)NCc2nc3ccccc3[nH]2)=C[C@H](C(C)(C)C)[C@H]1CCCO	34%	-3%	8%	9.3%	4%
CCC(=O)N1CCc2cc(S(=O)(=O)CCC(=O)NCc3ccco3)ccc21	-5%	-5%	4%	0.6%	-4%
COc1ccc(NC(=O)C2(N(CC(C)C)C(=O)Cn3nnnc3N)CCCCC2)cc1	7%	-9%	-4%	i	5%
Cc1nn(-c2ccccc2)c(C)c1C(=O)NNC(=O)C(F)(F)F	-11%	1%	-11%	3.1%	-20%
CCCCc1cc(=O)oc2cc(C)cc(OCC(=O)N[C@@H](CSCc3ccccc3)C(=O)O)c12	-3%	-7%	-4%	1.3%	5%
CCN1C(=O)CS/C1=C(\C#N)S(=O)(=O)c1ccccc1	-12%	2%	-3%	1.8%	-6%
COC(=O)c1ccc(NC(=O)CSc2nnc(C)n2-c2ccccc2)cc1	5%	-5%	-5%	0.5%	-2%
O=c1[nH]c(Sc2ccc([N+](=O)[O-])cc2[N+](=O)[O-])nc2ccccc12	?	6%	?	14%	-7%
O=C(CCOc1ccccc1)Nc1ccnn1C1CCN(C(=O)CCC(F)(F)F)CC1	-7%	8%	1%	0.3%	4%
Cc1ccc(-c2nnn(CC(=O)NC3CCCc4ccccc43)n2)cc1 (stereo not drawn)	-6%	1%	2%	1.1%	-4%
CC#CCN1c2ccccc2[C@]23C[C@@H](C(=O)OC)N(C(=O)NC4CCCCC4)C2=NC(C(=O)OC)=C(C(=O)OC)[C@H]13	21%	4%	1%	3.5%	7%
CCn1c2ccccc2c2cc(NC(=O)CSc3nnc(-c4cccc(OC)c4)n3N)ccc21	24%	0%	-7%	3.0%	1%
Nc1cc2c3c(cccc3c1)C(=O)N(CCN1CCCC1)C2=O	19%	84µM*	0%	0.1%	-18%
More records
SMILES	M. tuberculosis	Salmonella PhoP GFP	M. tuberculosis HTS	VEEV TC-83 Vero	influenza NS1A
Cc1sc2nc(CSCC(=O)Nc3ccccc3C#N)[nH]c(=O)c2c1C	-9%	3%	-1%	0.6%	4%
Cc1ccc2c(c1)N(CCCC(=O)NCc1cccnc1)C(=O)CO2	.	-7%	-4%	0.4%	23%
O=[N+]([O-])c1ccc(Cl)cc1N/N=C/c1ccncc1	-16%	-3%	8%	1.1%	7%
CC(C)Cn1c(=O)c(C(=O)N/N=C/c2cccc(F)c2)c(O)c2ccccc21	?	-7%	?	i	3%
COc1ccc(N2CCN(Cc3nc4ccccc4n3C)CC2)cc1	5%	-5%	-1%	i	4%
COC(=O)c1ccccc1NC(=O)c1ccc2c(c1)C(=O)N(Cc1ccco1)C2=O	9%	-1%	-4%	0.6%	13%
CCc1noc(C)c1C(=O)OCC(=O)c1ccc(NC(C)=O)cc1F	10%	.	-3%	9.2%	9%
O=S(=O)(c1ccccc1)N1CCN(c2cc(-c3ccccc3)nc3ncnn23)CC1	8%	4%	8%	3.7%	6%
Cc1cc(NC(=O)Cn2c(=O)n(CCCCC(=O)NC3CCN(Cc4ccccc4)CC3)c(=O)c3ccccc32)n[nH]1	-5%	6%	3%	.	.
COc1ccc(N2CCN(C(=O)c3c(C)nn(-c4ccccc4)c3C)CC2)cc1	15%	1%	2%	10%	1%

An excerpt from above in order of number of heavy atoms, low to high:
SMILES	M. tuberculosis	Salmonella PhoP GFP	M. tuberculosis HTS	VEEV TC-83 Vero	influenza NS1A
O=[N+]([O-])c1ccc(Cl)cc1N/N=C/c1ccncc1	-16%	-3%	8%	1.1%	7%
Nc1cc2c3c(cccc3c1)C(=O)N(CCN1CCCC1)C2=O	19%	84µM*	0%	0.1%	-18%
O=c1[nH]c(Sc2ccc([N+](=O)[O-])cc2[N+](=O)[O-])nc2ccccc12	?	6%	?	14%	-7%
Cc1ccc2c(c1)N(CCCC(=O)NCc1cccnc1)C(=O)CO2	.	-7%	-4%	0.4%	23%
Cc1sc2nc(CSCC(=O)Nc3ccccc3C#N)[nH]c(=O)c2c1C	-9%	3%	-1%	0.6%	4%
COC(=O)c1ccc(NC(=O)CSc2nnc(C)n2-c2ccccc2)cc1	5%	-5%	-5%	0.5%	-2%
CC(C)Cn1c(=O)c(C(=O)N/N=C/c2cccc(F)c2)c(O)c2ccccc21	?	-7%	?	i	3%
COc1ccc(N2CCN(C(=O)c3c(C)nn(-c4ccccc4)c3C)CC2)cc1	15%	1%	2%	10%	1%
O=S(=O)(c1ccccc1)N1CCN(c2cc(-c3ccccc3)nc3ncnn23)CC1	8%	4%	8%	3.7%	6%
O=C(CCOc1ccccc1)Nc1ccnn1C1CCN(C(=O)CCC(F)(F)F)CC1	-7%	8%	1%	0.3%	4%
CCn1c2ccccc2c2cc(NC(=O)CSc3nnc(-c4cccc(OC)c4)n3N)ccc21	24%	0%	-7%	3.0%	1%
CC#CCN1c2ccccc2[C@]23C[C@@H](C(=O)OC)N(C(=O)NC4CCCCC4)C2=NC(C(=O)OC)=C(C(=O)OC)[C@H]13	21%	4%	1%	3.5%	7%
Cc1cc(NC(=O)Cn2c(=O)n(CCCCC(=O)NC3CCN(Cc4ccccc4)CC3)c(=O)c3ccccc32)n[nH]1	-5%	6%	3%	.	.

(next part)
SMILES	M. tuberculosis	Salmonella PhoP GFP	M. tuberculosis HTS	VEEV TC-83 Vero	influenza NS1A
O=S(=O)(c1ccc(F)cc1)N1CCN(C(=S)NC2CCCC2)CC1	23%	-3%	8%	1.3%	-14%
COc1cc(NS(=O)(=O)c2ccc3ccccc3c2)c2ncccc2c1	54%	-3%	7%	54%	-7%
COc1ccc(CSCC(=O)N/N=C/c2ccc(OCC(=O)N3CCCCC3)cc2)cc1	16%	5%	-2%	1.0%	-8%
COc1ccc(CNC(=O)CC2C(=O)NCCN2C2Cc3ccccc3C2)cc1 (stereo not drawn)	-6%	-4%	-25%	1.4%	-2%
OCCn1c(-c2ccccc2)csc1=Nc1ccccc1	45%	16%	10%	8.4%	15%
Cc1ccc2c(nc3s/c(=C/c4cccs4)c(=O)n32)c1C	.	.	.	1.4%	-3%
